High-throughput results deposited in PubChem BioAssay by The Scripps Research Institute Molecular Screening Center.
SIAE primary – inhibitors of human sialic acid acetylesterase SIAE. SIAE FP-Rh probe binding, fluorescence polarization. inhibition, % at 9.66 µM. actives 0.69% (n = 370,000);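 active means inhibition above a cutoff: mean of compounds within the control limits plus 3 SD of those, cut at about 17% in these data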;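 further: 0% = plate median of compound wells and 100% = probe without SIAE protein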
UHRF1 binding – blocks human UHRF1 binding to methylated DNA. actives 0.75% (n = 370,000). inhibition, % at 4.4 µM. Q96T88. UHRF1 binding to methylated oligo, TR-FRET. AID 687016; in the data active means inhibition above about 21%;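 further: UHRF1 SRA domain binding a hemimethylated CpG hairpin DNA probe; 0% = median of test compound wells and 100% = reference inhibitor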
Tn7 DDE FP – DD(E)-Tn7 binding inhibition, primary FP screen; P02675; FP displacement of FITC-Tn7 peptide from fibrin DD(E); 0% = median of compound wells per plate; inhibition, % at 8.3 µM; actives 0.13% (n = 370,000); AID 720508;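 active means inhibition above the mean of compounds falling within the control limits plus 3 SD of them, cut at about 14% in these data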;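 further: 0% = plate median of compound wells and 100% = 10 µM Aha-Tn7 peptide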
Target sequence (P02675 whole entry, looked up): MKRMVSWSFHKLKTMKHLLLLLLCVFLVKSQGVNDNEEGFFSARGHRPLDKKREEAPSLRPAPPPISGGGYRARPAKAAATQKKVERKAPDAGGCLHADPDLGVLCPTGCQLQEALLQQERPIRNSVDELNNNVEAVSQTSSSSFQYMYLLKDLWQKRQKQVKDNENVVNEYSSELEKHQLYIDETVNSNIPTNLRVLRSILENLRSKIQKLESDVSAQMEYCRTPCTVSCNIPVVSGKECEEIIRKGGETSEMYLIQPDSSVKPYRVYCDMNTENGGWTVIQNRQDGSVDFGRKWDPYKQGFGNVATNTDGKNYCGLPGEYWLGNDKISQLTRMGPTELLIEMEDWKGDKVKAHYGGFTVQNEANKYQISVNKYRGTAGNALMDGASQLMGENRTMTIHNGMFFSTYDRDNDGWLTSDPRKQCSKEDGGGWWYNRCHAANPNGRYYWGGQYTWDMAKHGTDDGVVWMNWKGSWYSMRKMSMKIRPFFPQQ
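Assay system: human fibrin DD(E). Input: DD(E) 2 µM final. Medium: Tris buffer with calcium and detergent, pH 7.8. Compound dosing: single point at 8.3 µM. Timing: 10 min plus 3 h, room temperature. Technique: fluorescence polarization of the labelled Tn7 tracer. Read-out: percent inhibition. Replicates: singlicate testing.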
proKLK7 act – activates the human kallikrein-7 zymogen. P49862. purified proKLK7, EDANS-DABCYL substrate fluorescence; 100% is mature enzyme control, 0% vehicle. activation, % at 7 µM. actives 0.9% (n = 370,000). AID 652039;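 active means activation above the mean of all tested compounds plus 3 SD, computed per campaign excluding outliers beyond control limits, cut at about 13% in these data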
MBD2 inh – blocks human MBD2 binding to methylated DNA; Q9UBB5; TR-FRET, MBD2 binding to methylated oligonucleotide; inhibition, % at 4.4 µM; actives 0.31% (n = 370,000); AID 686964; in the data active means inhibition above about 13%
PRMT1 FP inh – PRMT1 (human) inhibition, primary screen. Q99873. recombinant PRMT1, activity-based probe fluorescence polarization. inhibition, % at 2.79 µM. actives 1.3% (n = 370,000). AID 652257;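 active means inhibition above about 21% made by adding two undisclosed values, limit read from the data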
Target sequence (Q99873 whole entry, looked up): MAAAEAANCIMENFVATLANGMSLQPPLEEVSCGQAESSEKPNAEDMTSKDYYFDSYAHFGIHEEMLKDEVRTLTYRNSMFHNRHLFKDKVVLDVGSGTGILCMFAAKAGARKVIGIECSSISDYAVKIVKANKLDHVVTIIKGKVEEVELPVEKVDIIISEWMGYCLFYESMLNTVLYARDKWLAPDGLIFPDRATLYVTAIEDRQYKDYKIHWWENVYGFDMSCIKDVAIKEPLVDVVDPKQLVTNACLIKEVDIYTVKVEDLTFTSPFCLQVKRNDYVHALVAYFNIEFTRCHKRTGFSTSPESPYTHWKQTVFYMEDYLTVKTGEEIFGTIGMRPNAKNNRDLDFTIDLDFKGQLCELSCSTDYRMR
TDP2 absorb – blocks human TDP2 phosphodiesterase activity. recombinant TDP2, T5PNP hydrolysis, p-nitrophenol absorbance 415 nm. actives 0.34% (n = 370,000). O95551. inhibition, % at 12.8 µM;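 active means inhibition above the mean of all tested compounds plus 3 SD, set per campaign, cut at about 25% in these data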;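 further: 0% = DMSO with enzyme and 100% = buffer with substrate but no TDP2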
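Incubation: 2 h at 37 °C; Test system: recombinant human TDP2; Quantity: enzyme 120 nM; Read-out basis: percent inhibition; Medium: 50 mM Tris-HCl pH 7.5 with Mg2+, KCl, DTT, BSA; Repeats: single replicate; Compound: 12.8 µM single point, 1% DMSO; Signal: epi absorbance; Reagent: 5 mM T5PNP chromogenic substrate; Benchmarks: no-enzyme high, DMSO-plus-enzyme low.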
LEDGF integ inh – blocks HIV-1 LEDGF/p75-dependent DNA integration; actives 0.64% (n = 370,000); TR-FRET IN-LEDGF/p75 DNA integration, Eu/Cy5; inhibition, % at 3.7 µM;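 active means inhibition above the screen-wide mean plus 3 SD, cut at about 13% in these data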;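 further: signal is the Cy5 over europium emission ratio at 671 and 618 nm; 0% = plate median of compound wells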
TCR-CD3 inh – blocks the human TCR-CD3 interaction | TAMRA-labeled TCR probe fluorescence, biochemical | inhibition, % at 9.4 µM | AID 651800 | actives 0.37% (n = 360,000); in the data active means inhibition above about 19%;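 further: recombinant mutant TCR 2C K166C tagged with TAMRA read by polarization; 0% = receptor in buffer alone and 100% = receptor with positive control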
Tn6 DDE FP – inhibitors of Tn6 peptide binding to human fibrin DD(E); P02675; Fibrin DD(E) TRITC-Tn6 fluorescence polarization displacement; inhibition, % at 8.3 µM; actives 0.21% (n = 370,000); AID 720509;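 active means inhibition above a per-campaign cutoff: mean of compounds within control limits plus 3 SD, cut at about 15% in these data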;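 further: 0% = median of all compound wells on the plate and 100% = blocking peptide control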
The depositor's hits bear a star.

SMILES	SIAE primary	UHRF1 binding	Tn7 DDE FP	proKLK7 act	MBD2 inh	PRMT1 FP inh	TDP2 absorb	LEDGF integ inh	TCR-CD3 inh	Tn6 DDE FP
Cc1cc(NCc2ccccn2)n2ncc(-c3ccc(Cl)cc3)c2n1	7	-2	3	-4.4	0	-2	8	-2	-1	4
CCC(=O)Nc1ccc(NC(=O)CSc2nnc(C(C)C)n2C)cc1	7	-1	4	0.6	2	0	11	-1	4	3
CCOc1ccc(C(C)=O)cc1Cc1c(O)nc(N)[nH]c1=O	-1	-2	-6	0.1	3	-1	1	-2	-2	-1
CCOC(=O)C(NC(=O)c1ccc(OC)cc1)(OCC1(CC)COC1)C(F)(F)F (configuration not stated)	2	5	6	-0.7	7	1	-16	-8	-6	4
O=C(Nc1nc(COc2ccccc2)cs1)C12CC3CC(CC(C3)C1)C2	-16	-1	3	0.6	-1	2	-6	3	6	-12
CCOC(=O)Cn1c2[n+](c3ccccc31)CC(O)CS2 (configuration not stated)	4	3	-6	-1.0	-2	2	-6	0	1	-5
CCOC(=O)c1c(NC(=O)COC(=O)c2nc(Cl)ccc2Cl)sc(C(=O)NC)c1C	0	-1	-5	-0.1	1	2	-4	-1	-11	-8
N#CCCN(C(=O)COC(=O)CNC(=O)c1ccc(-c2ccccc2)cc1)c1ccc(F)cc1	6	-2	0	-0.1	-1	-1	-2	1	0	0
CC(C)c1cccc(C(C)C)c1NC(=O)COc1nncc2ccccc12	-3	2	4	0.0	-3	-4	1	3	4	3
CCCN(CC(=O)Nc1cc(Cl)ccc1Cl)C(=O)c1ccccc1SCC(=O)N1CCCC1	13	0	10	0.0	-6	4	3	2	7	-1
CCOc1ccc(C(=O)CCC(=O)N(CC)CC(=O)NCc2cccs2)cc1	6	-1	8	-0.4	1	13	9	-4	6	-3
CCCCOc1ccc(-c2nnn(CC(=O)NCc3ccco3)n2)cc1	1	2	0	-0.6	-1	0	9	-2	0	-3
O=C(NC(c1ccccc1)c1cnccn1)C1CCN(CCCOc2ccccc2)CC1 (configuration not stated)	3	6	-3	-0.7	6	2	-7	-1	-7	-1
Cn1c(C(=O)N[C@@H](Cc2ccccc2)C(=O)O)cc2cc(Cl)ccc21	-6	2	5	0.5	-4	-4	-7	4	4	8
CCOc1ccc(S(=O)(=O)Nc2ccc(O)c(Sc3ncn[nH]3)c2)cc1	8	0	1	-0.1	-1	9	-4	5	4	-8
CCN(C(=O)C1CCCN(c2ncnc3c2nc2n3CCCCC2)C1)c1cccc(Cl)c1 (configuration not stated)	2	-1	2	0.4	-4	-3	-3	-1	0	-8
O=C(Nc1cc2ccccc2oc1=O)C1CCCCC1	9	-5	-7	-0.1	0	-2	2	-2	3	5
CCn1c(C(O)c2cc(OC)c(OC)c(OC)c2)nc2ccccc21 (configuration not stated)	-4	0	11	0.0	1	-1	-3	0	6	3
O=C1c2ccccc2C(=O)N1OCCOCCOCCBr	-4	1	1	0.2	2	3	1	-1	0	-6
Cc1cccc(NC(=O)c2cnc3scc(C)n3c2=O)c1	-3	1	-1	0.5	-3	-6	-5	5	2	-4
CC(NC(=O)c1ccc(S(=O)(=O)NCc2ccco2)cc1)c1ccc(F)cc1 (configuration not stated)	-3	5	-4	-0.2	0	0	7	4	2	14
FC(F)(F)c1ccc(C2[C@H]3CN(Cc4ccc(-c5ccccc5)cc4)[C@H](c4ccccc4)C34CC2(c2cccnc2)C4)cc1 (some centres not stated)	-3	0	-5	-0.1	-6	0	10	1	-4	2
Cc1ccc(Nc2ccccc2N)cc1	3	-1	5	5.0	-8	5	4	-1	-2	-3
COc1ccccc1-c1nnc2sc(-c3cc4ccccc4o3)nn12	8	-5	-7	-0.4	-2	-1	5	1	5	-3
CC(C)CNC(=O)c1cccc(NC(=O)c2ccccc2-c2ccccc2C(=O)O)c1	-3	0	-6	0.1	2	-1	-4	-1	6	0
O=C1Cc2cc([N+](=O)[O-])ccc2N1c1c(Cl)cccc1Cl	2	-3	-1	0.4	-7	2	8	0	2	4
CCC1SC(N)=NC1=O (configuration not stated)	-4	1	-8	0.1	4	-1	-7	2	0	2
CCNc1oc(-c2cccc3ccccc23)nc1C#N	1	-2	-5	-5.8	-3	0	-8	-2	13	-4
Cc1onc(-c2ccccc2Cl)c1C(=O)NCc1nc(-c2ccc(C(F)(F)F)cc2)no1	-9	-1	1	-0.2	-2	-4	-3	4	0	-2
O=C(Nc1ccc(NC(=O)c2ccco2)cc1)c1ccco1	6	1	-4	0.4	-1	-5	28*	4	6	-12
CC(C)CC(=O)Nc1ncc([N+](=O)[O-])s1	-6	-1	1	0.0	-1	14	-4	-4	2	-1
O=C(c1ccc2c3c(cccc13)CC2)C1CCCN(Cc2cccnc2)C1 (configuration not stated)	2	-1	3	-2.3	-1	1	-8	-3	-1	3
C[C@@H]1CN(c2ccc(N3CCNC[C@H]3C)cc2C#N)C[C@H](C)O1	12	-6	5	2.0	3	3	8	-3	5	3
CC(Cl)C(=O)c1ccc2c(c1)CCN2C(=O)C1CC1 (configuration not stated)	1	1	-3	-0.4	5	3	-3	-4	-5	-1
O=C(NCCc1c[nH]c2ccccc12)c1ccccc1	8	0	1	0.1	0	-2	18	-5	-6	-6
CN(C)c1ncnc2c1ncn2[C@H]1CN(Cc2ccc(F)cc2)C[C@@H](CO)O1	-8	-2	-8	0.4	0	0	0	4	1	-7
CCOC(=O)C1=C(C)N=C2SC(C(=O)OC)=CC(=O)N2C1c1cc(OC)c(OC)c(OC)c1 (configuration not stated)	1	1	-4	-0.2	3	-1	7	-1	-5	-1
CCOc1cccc(/C=N/Nc2nc(N3CCCC3)nc(N3CCCC3)n2)c1O	10	2	-3	-1.3	-1	-3	11	1	0	-7
Cc1cc(NC(=O)COc2coc(CN3CCN(c4ccc(F)cc4)CC3)cc2=O)no1	0	2	-3	0.3	-7	-7	-5	-2	5	1
COc1ccc(S(=O)(=O)N2CCOCC2)cc1NC(=O)c1ccc(SC)cc1OC	-9	3	0	0.5	1	1	-1	1	-4	-5

Gathered by group, the compounds so far containing a COOH group
SMILES	SIAE primary	UHRF1 binding	Tn7 DDE FP	proKLK7 act	MBD2 inh	PRMT1 FP inh	TDP2 absorb	LEDGF integ inh	TCR-CD3 inh	Tn6 DDE FP
Cn1c(C(=O)N[C@@H](Cc2ccccc2)C(=O)O)cc2cc(Cl)ccc21	-6	2	5	0.5	-4	-4	-7	4	4	8
CC(C)CNC(=O)c1cccc(NC(=O)c2ccccc2-c2ccccc2C(=O)O)c1	-3	0	-6	0.1	2	-1	-4	-1	6	0

Just PRMT1 FP inh and SIAE primary, for 6 of the compounds above:
Structure | PRMT1 FP inh | SIAE primary
CCOC(=O)C(NC(=O)c1ccc(OC)cc1)(OCC1(CC)COC1)C(F)(F)F (configuration not stated) | 1 | 2
O=C(Nc1nc(COc2ccccc2)cs1)C12CC3CC(CC(C3)C1)C2 | 2 | -16
CCOC(=O)Cn1c2[n+](c3ccccc31)CC(O)CS2 (configuration not stated) | 2 | 4
CCOC(=O)c1c(NC(=O)COC(=O)c2nc(Cl)ccc2Cl)sc(C(=O)NC)c1C | 2 | 0
N#CCCN(C(=O)COC(=O)CNC(=O)c1ccc(-c2ccccc2)cc1)c1ccc(F)cc1 | -1 | 6
CC(C)c1cccc(C(C)C)c1NC(=O)COc1nncc2ccccc12 | -4 | -3

Other results
SMILES	SIAE primary	UHRF1 binding	Tn7 DDE FP	proKLK7 act	MBD2 inh	PRMT1 FP inh	TDP2 absorb	LEDGF integ inh	TCR-CD3 inh	Tn6 DDE FP
Cc1ccc(/C=N/NC(=O)c2nnn(-c3nonc3N)c2C(C)C)o1	1	-1	-3	-0.5	1	4	1	-4	0	-10
CCCN1CCN(CCCNC(=O)CCN2C(=O)COc3ccccc32)CC1	0	-3	-7	0.0	-2	-2	11	0	-5	-2
COc1ccc(OC)c(S(=O)(=O)N2CCC(c3nc4ccccc4[nH]3)CC2)c1	-9	0	-3	0.5	0	-3	5	4	-3	2
O=C(NNC(=O)c1ccccc1F)c1cccc(-n2cccc2)c1	-3	46*	-2	0.0	24*	4	0	7	22*	7
CC(=O)c1cc(C#N)c(Oc2cccc(C(F)(F)F)c2)nc1C	1	1	-2	0.1	2	0	-3	-1	6	3
CCC(C(=O)N1CCN(c2ccccn2)CC1)n1nc(C)n2c(cc3occc32)c1=O (configuration not stated)	2	0	-1	-0.8	3	0	-16	0	3	2
O=S(=O)(Cc1ccc(Cl)cc1)CC(O)COCc1ccccc1 (configuration not stated)	-2	-2	-5	-0.7	-3	0	7	1	9	5
O=C(/C=C/c1ccc2c(c1)OCO2)c1ccc(O)cc1O	-15	-4	-3	-0.7	1	-2	6	1	1	-5
Cc1cc(OCC(=O)OCC(=O)N(C)C2CCS(=O)(=O)C2)ccc1Cl (configuration not stated)	-6	3	1	-0.1	4	4	2	-4	-6	-4
COc1ccccc1N1CCN(C(=O)c2cccc(S(=O)(=O)Nc3ccccc3F)c2)CC1	-1	1	2	0.3	5	7	-10	5	-11	-2
CCN1CCN(C(=O)C2=CC(c3ccc(C)cc3)=NS(=O)(=O)N2C)CC1	-4	-1	4	0.9	-2	-1	5	-6	2	-1
COc1ccc(C2Nc3ccccc3C(=O)N2Cc2ccccc2)cc1OC (configuration not stated)	3	2	6	-1.0	2	4	-1	-5	-13	1
c1ccc(-c2cc3c(N4CCN(c5ccccc5)CC4)ncnc3s2)cc1	0	0	9	-0.1	3	0	16	-4	5	-4

An excerpt of these results, with two lines to a compound:
Values run as follows: SIAE primary | UHRF1 binding | Tn7 DDE FP | proKLK7 act | MBD2 inh | PRMT1 FP inh | TDP2 absorb | LEDGF integ inh | TCR-CD3 inh | Tn6 DDE FP
- CCn1c(C(O)c2cc(OC)c(OC)c(OC)c2)nc2ccccc21 (configuration not stated)
  -4 | 0 | 11 | 0.0 | 1 | -1 | -3 | 0 | 6 | 3
- O=C1c2ccccc2C(=O)N1OCCOCCOCCBr
  -4 | 1 | 1 | 0.2 | 2 | 3 | 1 | -1 | 0 | -6

Taken from above.
CCNc1oc(-c2cccc3ccccc23)nc1C#N – LEDGF integ inh: -2
Cn1c(C(=O)N[C@@H](Cc2ccccc2)C(=O)O)cc2cc(Cl)ccc21 – Tn6 DDE FP: 8
